Screening data as filed in PubChem BioAssay.
POLI inh = inhibitors of human DNA polymerase iota; Pol iota fluorescent replication assay, 10 min; Potency, µM (top dose mostly 115 µM), inactives show top-dose activity, negative = inhibition, actives largely listed as inhibitors; Q9UNA4; 390,000 compounds, 1% hits; also: potency is read from the fitted curve at half-maximal effect
Target sequence (Q9UNA4 whole entry, looked up): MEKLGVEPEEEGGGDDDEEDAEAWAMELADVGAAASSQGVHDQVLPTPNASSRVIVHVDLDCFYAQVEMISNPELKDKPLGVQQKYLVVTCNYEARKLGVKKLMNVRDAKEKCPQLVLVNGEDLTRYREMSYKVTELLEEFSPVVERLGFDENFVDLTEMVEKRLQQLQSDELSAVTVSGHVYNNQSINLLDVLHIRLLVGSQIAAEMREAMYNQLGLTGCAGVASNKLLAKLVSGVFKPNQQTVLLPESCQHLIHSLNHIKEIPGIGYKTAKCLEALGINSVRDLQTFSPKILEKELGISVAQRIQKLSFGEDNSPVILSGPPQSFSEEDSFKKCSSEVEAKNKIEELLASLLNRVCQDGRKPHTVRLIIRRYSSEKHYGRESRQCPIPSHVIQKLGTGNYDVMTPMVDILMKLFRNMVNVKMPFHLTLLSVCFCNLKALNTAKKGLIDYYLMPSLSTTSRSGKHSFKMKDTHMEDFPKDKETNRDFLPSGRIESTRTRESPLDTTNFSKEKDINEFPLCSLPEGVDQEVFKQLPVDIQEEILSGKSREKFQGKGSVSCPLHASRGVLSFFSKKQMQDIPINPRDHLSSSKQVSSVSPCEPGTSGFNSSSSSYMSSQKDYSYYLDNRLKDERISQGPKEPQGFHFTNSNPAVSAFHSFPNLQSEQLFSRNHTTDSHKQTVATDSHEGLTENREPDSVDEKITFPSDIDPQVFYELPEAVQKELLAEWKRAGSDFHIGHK
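Pol iota at 10 nM preincubated 15 min with compounds at room temperature; reaction started with fluorescent substrate, 50 nM final. Fluorescence read kinetically at 0 and 10 min; buffer-only wells as negative control.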
LDHA inh = blocks human lactate dehydrogenase A; purified LDHA, NADH/diaphorase-resazurin fluorescence; hits give low values; 480,000 compounds, 0.15% hits; activity change, % (values are at about 110 or 230 µM); P00338; AID 1347041; in the data active = activity change below about -30%; inconclusive = mostly about -25% to -30%;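 also: plate controls were DMSO wells for no effect and wells without enzyme for full effect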
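Human LDH5 (2 nM) was incubated with 0.06 mM NADH and 0.2 mM pyruvate for 5 min at room temperature in Tris pH 7.4. Remaining NADH was coupled through diaphorase/resazurin, and resorufin fluorescence was read at 0 and 20 min.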
Anesthetic bind = candidate novel general anesthetic via apoferritin binding; Potency, µM (highest dose often 77.5 µM), for inactives: at the highest dose activity change, negative = displacement, actives largely listed as inhibitors; P02791; apoferritin/1-aminoanthracene competitive binding, fluorescence; 350,000 compounds, 0.074% hits; also: potency is read from the fitted curve at half-maximal effect; % is scaled to controls: 0 for no effect and ±100 for the full control effect; nearly all actives have a fitted effect of over 20% in size
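Concentration-response curves derived by four-parameter Hill fitting of normalized fluorescence, where compounds displaced 1-AMA from 10 uM horse apoferritin following a brief 10 min room-temperature incubation; propofol titration acted as positive control.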
BLM inh = blocks DNA unwinding by human BLM helicase; recombinant BLM DNA unwinding, fluorescence dequenching; Potency, µM (highest dose often 56.1 µM), for inactives: at the top dose activity change, negative = inhibition, usual class: inhibitors; 350,000 compounds, 0.2% hits; AID 2528;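 also: potency is read from the fitted curve at half-maximal effect; plate controls were vehicle for no effect and no enzyme for full effect; nearly all actives have a fitted effect of over 35% in size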
POLH inh = blocks human DNA polymerase eta activity; Q9Y253; recombinant Pol eta, fluorescent DNA replication assay; Potency, µM (top dose mostly 114 µM), without a hit: at the top dose activity change, negative = inhibition, most hits filed as inhibitors; 390,000 compounds, 1.2% hits; AID 588591; also: potency is read from the fitted curve at half-maximal effect; % is scaled to controls: 0 for no effect and ±100 for the full control effect
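Pol eta (10 nM) was preincubated with compounds for 15 min at room temperature, after which fluorescent replication substrate (50 nM final) was added to start the reaction. Fluorescence was read kinetically at 0 and 10 min.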
Pol kappa inh = inhibitors of human DNA polymerase kappa | Q9UBT6 | purified Pol kappa, fluorescent DNA synthesis assay, 10 min | Potency, µM (highest dose often 107 µM), for the others: at the top dose activity, negative = inhibition, most hits filed as inhibitors | 400,000 compounds, 0.53% hits | AID 588579; also: potency is read from the fitted curve at half-maximal effect; % is scaled to controls: 0 for no effect and ±100 for the full control effect
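50 nM final substrate added after 15 min RT preincubation of 10 nM Pol kappa with compound; fluorescence read at 0 and 10 min.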
Pol beta inh = DNA polymerase beta (human) inhibition; Potency, µM (titrated, usually from 114 µM), for inactives: top-dose activity change, negative = inhibition, actives largely listed as inhibitors; P06746; 340,000 compounds, 1.3% hits; Pol beta primer extension/strand displacement, fluorescence kinetic; AID 485314; also: potency is read from the fitted curve at half-maximal effect; % is scaled to controls: 0 for no effect and ±100 for the full control effect
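Reaction started by 50 nM substrate onto compound-treated Pol beta (10 nM, 15 min preincubation, room temperature); plates read at 0 min and 10 min. Normalized concentration-effect data fitted by four-parameter Hill equation.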
GRP78 ERSR act = inducers of ER stress response in human glioma cells. U87-MG GRP78 promoter luciferase reporter, 16 h. Potency, µM, inactives show at the top dose activation, actives largely listed as activators. 420,000 compounds, 0.02% hits; also: potency is read from the fitted curve at half-maximal effect; series mostly up to about 76 µM; % of control where 0% means no effect; nearly all actives have a fitted effect of over 35% in size
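ERSR induction read as luciferase luminescence (Bright-Glo, 10 min at room temperature) in stably transfected human U87-MG glioma cells exposed to compounds for 16 h, using GRP78 as sensor.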
APE1 inh = APE1 (human) endonuclease inhibition; P27695; recombinant APE1, TAMRA/BHQ-2 abasic DNA cleavage fluorescence; Potency, µM (doses to about 65.8 µM), for the others: at the highest dose activity change, negative = inhibition, hits mostly inhibitors; 350,000 compounds, 0.35% hits; AID 2517;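 also: potency is read from the fitted curve at half-maximal effect; plate controls were vehicle for no effect and reference inhibitor for full effect; nearly all actives have a fitted effect of over 55% in size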
Target sequence (P27695 whole entry, looked up): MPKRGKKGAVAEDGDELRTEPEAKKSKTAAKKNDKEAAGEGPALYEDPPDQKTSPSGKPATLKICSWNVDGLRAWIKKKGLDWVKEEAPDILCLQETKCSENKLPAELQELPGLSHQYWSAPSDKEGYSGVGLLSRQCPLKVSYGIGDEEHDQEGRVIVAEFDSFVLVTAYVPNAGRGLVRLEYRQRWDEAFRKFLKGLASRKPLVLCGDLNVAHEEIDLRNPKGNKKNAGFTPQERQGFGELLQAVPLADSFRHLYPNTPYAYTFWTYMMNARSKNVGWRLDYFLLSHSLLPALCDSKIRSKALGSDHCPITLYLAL
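Quantitative HTS: incision of a TAMRA/BHQ-2 double-stranded substrate bearing a tetrahydrofuran abasic site by 0.75 nM APE1 raises fluorescence. Substrate 50 nM final, added after 15 min compound preincubation at room temperature; progress as third-minus-first kinetic read difference.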
* = called active by the depositor; ? = inconclusive; / = not tested or not shown; & = joins results of further samples; [ ] = another dose, or the depositor's remark. Unless noted, calls follow the shape of the dose curve; as a rule, active = well fitted curve in the direction sought with a large enough effect; inconclusive = small, poorly fitted or top-dose-only effect, or another doubt; inactive = no such curve, though single readings can be large; an effect the other way counts as inactive or inconclusive. Only part of the results is shown; rates above refer to the full screens.

SMILES	POLI inh	LDHA inh	Anesthetic bind	BLM inh	POLH inh	Pol kappa inh	Pol beta inh	GRP78 ERSR act	APE1 inh
C#CCOCCOCCOCCNc1nc(N2CCN(C(=O)CCCCCCCCCCNC(=O)[C@H]([C@@H](C)CC)n3cc(CCCCCN)nn3)CC2)nc(N2CCN(C(=O)CCCCCCCCCCNC(=O)[C@H](CO)n3cc(CCCCCN)nn3)CC2)n1	?	4	/	/	-18%	-10%	/	-7%	-30%
CCC(Sc1ncccc1C(=O)OC(C)C)C(=O)NCc1ccco1 (stereo unspecified)	1%	10	-18%	-1%	-4%	-16%	-5%	-3%	3%
COc1ccc(C(=O)Nc2ccccc2C(=O)N2CCCCCC2)cc1OC	10%	-1	-1%	-2%	-18%	-10%	10%	-2%	2%
CS(=O)(=O)NN1C(=O)c2ccccc2NC1c1cccs1 (stereo unspecified)	37%	-1&1	47%[activator]	-1%	-15%	-22%	19%	-3%	?
COc1ccc(OC)c(CNC(=O)CCn2nc(C)c3c(C)n(-c4ccccc4)nc3c2=O)c1	19%	-9	-3%	2%	-3%	1%	1%	-4%	-11%
Brc1c(CSc2nncc3ccccc23)nc2ccccn12	73%[activator]	-12	-10%	-5%	2%	-6%	1%	-1%	-7%
CCOC(=O)N1CCN(c2c(NCc3ccc(F)cc3)c(=O)c2=O)CC1	21%	0	-8%	-4%	?	6%	2%	-3%	-2%
Cc1cc(N2CCN(C)CC2)nc2ccc(NC(=O)CCC(=O)NCc3ccco3)cc12	-2%	0	-7%	-10%	-20%	-2%	40%[activator]	0%	0%
Cc1ccc(-c2noc(CCCC(=O)Nc3cccnc3)n2)cc1	14%	-7	-16%	5%	-9%	0%	-18%	-4%	-2%
O=C(NC(=S)Nc1ccc(Oc2ccccc2)cc1)c1ccc(Cl)cc1	-11%	-14	-18%	-16%	-13%	-7%	4%	0%	17%
CS(=O)(=O)N1CCC(N2CCN(Cc3ccccc3)C(=O)C2=O)CC1	27%	-19	6%	1%	-12%	26%	17%	-3%	/
C/C(=N\NC(=O)CCC(=O)NCc1ccccc1)c1ccco1	-17%	0	-18%	0%	-8%	3%	5%	1%	11%
COc1ccccc1CP(=O)(c1ccccc1)c1ccccc1	16%	-8	-3%	-8%	-2%	10%	-16%[57.1 µM]	-3%	0%
Cc1cccc(-c2nc(CS(=O)CC(=O)NCCCSC3CCCCC3)c(C)o2)c1 (stereo unspecified)	17%	-4&3	?	-5%	-27%	-12%	2%	9%	-4%
CCN(CC)C(=S)SCC(=O)c1c(C)[nH]c2ccccc12	-1%	-3	-12%	-3%	-19%	-7%	-14%	1%	-4%
COc1ccc(N2CCN(C(=O)CNC(=O)Cn3c(C)cc4ccccc4c3=O)CC2)cc1	-1%	0	-7%	-2%	-4%	4%	-7%	-2%	-2%
COC(=O)c1c(NC(=O)CSc2ncnc3c2cnn3-c2ccccc2Cl)sc2c1CCCC2	7%	0	-11%	-3%	3%	-15%	-4%	-6%	0%
CCOC(=O)Cn1cc2c(c1-c1ccc(Cl)cc1)c(=O)n(C)c(=O)n2C	-5%	-1	-6%	-3%	-1%	-4%	-4%	-1%	/
CCC1CCCCN1C(=O)N[C@@H](CCSC)C(=O)OC (stereo partly specified)	1%	-6	-7%	0%	-10%	-9%	22%	-2%	-1%
O=C(NNC(=O)c1ccccc1Cl)c1csc(N2CCOCC2)n1	31%[activator]	-4	/	/	-5%	-2%	/	1%	5%
Cc1ccc(S(=O)(=O)N2CCOCC2)cc1C(=O)OCCOc1cccc(Cl)c1	24%	-1	/	/	?	-2%	/	-1%	-26%
O=C(NCc1ccc(N2CCCC2=O)cc1)C1CCC(=O)N(Cc2ccccc2F)C1 (stereo unspecified)	17%	-2	-6%	-2%	-14%	-6%	12%	-4%	2%
COC(=O)c1cn(NC(=O)c2cc(OC)c(OC)c(OC)c2)c(=O)c2ccccc12	18%	-2	-14%	-4%	0%	-16%	8%	-3%	-1%
Cc1cccc(N(CC(=O)NCc2ccccc2)C(=O)Cn2nnc(-c3ccc(C)o3)n2)c1	17%	-1	0%	-1%	-8%	7%	8%	-4%	?
CCOC(=O)C1CN(S(=O)(=O)c2ccccc2)c2cc(S(=O)(=O)CC)ccc2O1 (stereo unspecified)	-19%	0	-11%	-3%	-6%	4%	22%	-1%	-4%
CC(/C=C/C(=O)NO)=C\[C@@H](C)C(=O)c1ccc(N(C)C)cc1	/	/	?	1%	/	6%[19.4 µM]	/	?	3%&-4%
COC(=O)c1c(NC(=O)/C=C/C(=O)O)sc(C)c1-c1ccc(C)c(C)c1	-3%	-1	-10%	-3%	-19%	0%	-14%	3%	3%
CC(NS(=O)(=O)c1ccc(Br)cc1)C(=O)Nc1nc2ccccc2[nH]1 (stereo unspecified)	39%[activator]	10	/	/	-18%	-6%	/	-3%	-4%
COc1ccc(C2(O)CCN(C(=O)NC3CCCCC3)CC2)cc1	-6%	-10	-10%	-5%	-12%	-6%	3%	1%	-1%
Cc1csc(CNC(=O)CC2C(=O)NCCN2Cc2ccc(F)cc2Cl)n1 (stereo unspecified)	22%	2	-16%	-4%	-24%	-13%	0%	1%	25%
CN(Cc1ccccc1)CC(O)CN(C)Cc1ccccc1	20%	-14	/	/	5%	5%	/	-2%	/
CC(C)(C)NC(=O)CSc1nc2cccnc2n1C1CCCCC1	-4%	-4	2%	-4%	-14%	-10%	2%	-2%	33%
O=C(NCCCN1CCOCC1)C1CC(=O)N(c2ccccc2)C1 (stereo unspecified)	32%[activator]	-7	7%	2%	-5%	-7%	28%	-2%	-7%
CCN1C(=O)CSc2ccc(C(=O)NCCCN3CCOCC3)cc21	9%	-3	-5%	-1%	-15%	-8%	19%	0%	14%
CC(C)Oc1ccc(C(=O)NC(=S)Nc2ccc(CN3CCOCC3)cc2)cc1	55%[activator]	-3	-12%	-4%	-26%	-9%	26%	-4%	2%
O=C(Cc1ccc(Br)cc1)Nc1cccc(-c2cn3c(n2)SCC3)c1	147%[activator]	2	-13%	-6%	-8%	-7%	-3%	0%	-2%
CCOC(=O)C(C(=O)OCC)N(C#N)c1nc(SC)nc(N(C)C)n1	8%	-3	-18%	-2%	3%	-2%	35%	-3%	21%
O=c1c2oc3ccccc3c2n(Cc2ccccc2Cl)c(=O)n1Cc1ccco1	-26%	-5	12%	-7%	3%	-3%	14%	-4%	/
CNS(=O)(=O)c1cccc2cccnc12	26%	-2	-17%	-4%	-13%	1%	18%	-2%	3%
COc1ccccc1-c1noc(CCCC(=O)NC2CCCCC2)n1	34%[activator]	-1	-5%	0%	-10%	0%	-11%	-2%	-7%
O=C(O)[C@H]1CCCC[C@H]1C(=O)NCCNC(=O)[C@@H]1CCCC[C@@H]1C(=O)O	-8%	-8	-4%	-20%	0%	-16%	-2%	-4%	4%
CCC(=O)c1ccc(OC(C)C(=O)NC2(C#N)CCCCC2)cc1 (stereo unspecified)	13%	-3	-6%	-1%	-23%	8%	0%	-2%	3%
Cc1nnc(SCC(=O)NCCC2=CCCCC2)[nH]c1=O	8%	-4	/	/	-7%	-18%	/	-1%	-11%
CSc1nc2nc(C(F)(F)F)cc(-c3ccccc3)n2n1	9%	0	2%	1%	6%	-10%	-16%	-1%	-1%
CCC(CC)C(=O)Nc1cccc(C(=O)Nc2ccc(S(N)(=O)=O)cc2)c1	-6%	-11&-4	-10%	-9%	0%	-11%	28%	-3%	-1%
COc1cccc(C2CC(c3ccccc3)=NN2S(=O)(=O)c2ccc(C)cc2)c1OC (stereo unspecified)	-13%	-2	-8%	-14%	?	-32%	50µM*	5%	-5%
CC1(C)CC(=O)C(N=Nc2cccc([N+](=O)[O-])c2)=C(O)C1	-1%	-4	7%	-2%	-11%	-10%	1%	-4%	-3%
O=C(Nc1cccc(S(=O)(=O)Nc2ccc(Cl)cc2)c1)c1cc2c(s1)CCCC2	9%	-4	21%	-8%	-13%	-3%	0%	0%	-7%
COc1ccc(/C=N/N2CCN(Cc3ccc(C)cc3)CC2)cc1Br	-14%	-1	4%	-17%	-8%	-3%	-11%	4%	23%
O=c1cc(O)nc(SCc2ccccc2)n1-c1ccc(F)cc1	-16%	13	-19%	-7%	-3%	-17%	1%	3%	-4%
COC(=O)c1nn(-c2ccc(OC)cc2)c(=O)cc1O	31%[activator]	-5	1%	3%	-12%	-8%	-2%	-1%	-4%
CCN(CC)S(=O)(=O)c1ccc(C(=O)NNC(=O)C2COc3ccccc3O2)cc1 (stereo unspecified)	19%	-6	/	/	-11%	-20%	/	-2%	6%
O=C(NCCOc1ccccc1F)Nc1ccc(Br)cc1	26%	-1	-6%	-8%	-23%	-1%	1%	-1%	-3%
Cc1ccc(CCNC(=O)C2CC(=O)N(C3CCCCC3)C2)cc1 (stereo unspecified)	21%	-6	6%	0%	-5%	-12%	35%	-3%	-13%
Cc1cccc(-c2nc(SCC(=O)NCc3ccco3)c3c(=O)n(C)c(=O)n(C)c3n2)c1	15%	-1	2%	-1%	-20%	-1%[60.1 µM]	-18%	-3%	/

4 of the compounds above, with values under each structure.
Every second line gives: POLI inh | LDHA inh | Anesthetic bind | BLM inh | POLH inh | Pol kappa inh | Pol beta inh | GRP78 ERSR act | APE1 inh
COc1ccc(OC)c(CNC(=O)CCn2nc(C)c3c(C)n(-c4ccccc4)nc3c2=O)c1
 : 19% | -9 | -3% | 2% | -3% | 1% | 1% | -4% | -11%
Brc1c(CSc2nncc3ccccc23)nc2ccccn12
 : 73%[activator] | -12 | -10% | -5% | 2% | -6% | 1% | -1% | -7%
CCOC(=O)N1CCN(c2c(NCc3ccc(F)cc3)c(=O)c2=O)CC1
 : 21% | 0 | -8% | -4% | ? | 6% | 2% | -3% | -2%
Cc1cc(N2CCN(C)CC2)nc2ccc(NC(=O)CCC(=O)NCc3ccco3)cc12
 : -2% | 0 | -7% | -10% | -20% | -2% | 40%[activator] | 0% | 0%
